Source: PubChem (several laboratories)
TRPM1 prom inh = reduces MITF-dependent TRPM1 promoter luciferase signal; hit rate 0.83% among 330,000; SK-MEL-5 TRPM1 promoter luciferase, 24 h; inhibition, % at 12.5 µM; AID 488899;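 active = mean inhibition across replicates of 60% or more, whatever share of single replicates reaches that level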; also: values of inactives mirror those of a sister screen read the other way
NR2E3 ag-1 = human photoreceptor-specific nuclear receptor agonism; CHO-S Gal4-NCOR/VP16-NR2E3 two-hybrid, luciferase; inhibition of corepressor binding, % at 3.98 µM; hit rate 0.35% among 360,000; AID 602229;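 active = inhibition above the mean of all tested compounds plus 3 SD, cut at about 70% in these data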;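 also: 0% = DMSO with NR2E3 transfected cells and 100% = cells lacking NR2E3 construct; higher means lower luciferase signal from less NR2E3 corepressor binding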
Target sequence (Q9Y5X4 whole entry, looked up, the tested form may be a part): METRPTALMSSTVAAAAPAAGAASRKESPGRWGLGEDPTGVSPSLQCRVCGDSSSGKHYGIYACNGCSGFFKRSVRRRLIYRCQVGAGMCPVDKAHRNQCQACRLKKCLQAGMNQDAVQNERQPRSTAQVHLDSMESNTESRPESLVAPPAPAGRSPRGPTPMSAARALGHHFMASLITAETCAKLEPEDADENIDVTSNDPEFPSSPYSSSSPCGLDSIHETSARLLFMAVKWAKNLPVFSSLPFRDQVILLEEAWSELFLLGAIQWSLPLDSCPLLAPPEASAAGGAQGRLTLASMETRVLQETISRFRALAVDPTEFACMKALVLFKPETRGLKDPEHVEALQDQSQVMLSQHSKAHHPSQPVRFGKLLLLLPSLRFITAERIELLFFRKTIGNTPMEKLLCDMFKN
PDI inh = inhibitors of human protein disulfide isomerase. P07237. PDI insulin aggregation turbidity, A650, 90 min. inhibition, % at 10 µM. hit rate 0.052% among 350,000. AID 588391;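 active = mean inhibition across replicates of 30% or more, whatever share of single replicates reach that level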;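 also: absorbance from insulin aggregation driven by PDI reduction with DTT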
Target sequence (P07237 whole entry, looked up): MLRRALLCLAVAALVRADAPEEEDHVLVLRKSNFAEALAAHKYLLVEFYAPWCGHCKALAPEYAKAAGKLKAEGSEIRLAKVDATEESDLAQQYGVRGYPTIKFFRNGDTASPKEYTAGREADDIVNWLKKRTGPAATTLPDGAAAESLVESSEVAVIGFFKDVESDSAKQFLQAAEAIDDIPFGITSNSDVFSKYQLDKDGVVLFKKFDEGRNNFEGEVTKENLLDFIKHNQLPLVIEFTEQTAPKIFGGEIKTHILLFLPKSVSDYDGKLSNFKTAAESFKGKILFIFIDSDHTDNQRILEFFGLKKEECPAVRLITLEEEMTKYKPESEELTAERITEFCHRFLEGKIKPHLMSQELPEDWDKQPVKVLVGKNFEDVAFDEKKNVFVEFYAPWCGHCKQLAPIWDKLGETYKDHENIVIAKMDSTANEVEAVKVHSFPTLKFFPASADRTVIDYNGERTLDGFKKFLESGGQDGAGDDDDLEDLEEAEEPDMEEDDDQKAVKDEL
Peg3 prom inh = Peg3 promoter activity inhibition. inhibition, % at 20 µM. AID 588405. hit rate 1.7% among 360,000. HeLa PEG-Prom luciferase reporter, luminescence, overnight;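 active = inhibition of at least 50% at 20 µM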
CaV13 ICDI inh = Primary screen for inhibitors of IQ motif and Ca2+-dependent inactivation inhibitor domain binding in CACNA1D, Förster resonance energy transfer in living cells, …; hit rate 0.098% among 340,000; inhibition, % at 12.3 µM; HEK cells, CFP/YFP FRET ICDI-IQ, plate reader, 10 min; percent FRET-ratio fall versus neutral wells;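 active = mean replicate inhibition of at least 30% and at least 1% of replicates passing that level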;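 also: 0% = median of the neutral control wells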
NR2E3 ag-2 = NR2E3 (human) agonism; Q9Y5X4; GST-NR2E3/biotin-RetCOR TR-FRET, 1536-well; inhibition of corepressor binding, % at 4.78 µM; hit rate 0.12% among 320,000; AID 2300;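 active = percent inhibition above the cutoff of mean plus 3 SD of all tested compounds, set per screening campaign, cut at about 20% in these data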;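 also: 0% = DMSO wells and 100% = biotin wells as full block of FRET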
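Material: NR2E3–RetCOR corepressor complex | Quantity: 1.35 nM GST-tagged NR2E3 final | Schedule: 5 h at 4 °C | Replication: Singlicate compound wells | Reagent: RetCOR corepressor, biotinylated, 7 nM | Controls: Biotin wells as high control, 0.6% DMSO wells as low control | Signal: TR-FRET, Eu(K)-anti-GST donor, streptavidin-D2 acceptor, ex 340, em 617/671 nm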
Shn3 3UTR inh = Schnurri-3 reporter inhibition in Clone20 osteoblasts | Clone20 osteoblast Shn3 3'UTR firefly luciferase, 24 h | inhibition, % at 12.5 µM | hit rate 0.52% among 360,000;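 active = mean inhibition of at least 75% with every replicate also reaching 75%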;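 also: 0% = median of neutral control wells and 100% = pilot-screen positive control compound; some compounds past the cut are filed as inactive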
KKLEB cytotox = counter-screen for CF NF-kB inhibitors: cytotoxicity; KKLEB CF airway cells viability, ATPlite luminescence, overnight; stronger effect = lower value; cells stimulated with P. aeruginosa culture filtrate; activity change (cytotoxicity), % at 5 µM; hit rate 0.36% among 360,000; AID 602141;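 active = corrected activity change at or below -50% at 5 µM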
CF NFkB block = blocks PAF-induced NF-kB reporter in cystic fibrosis cells. hit rate 0.86% among 360,000. AID 588850. inhibition, % at 5 µM. KKLEB NF-kB-GFP reporter, GFP fluorescence overnight;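 active = at least 50% inhibition at 5 µM, scaled per plate between neutral and stimulator controls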;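 also: PAF is a Pseudomonas aeruginosa culture filtrate used as stimulus; plate controls were PAF-stimulated DMSO wells for no effect and unstimulated DMSO wells for full effect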
Vif inh = blocks HIV Vif function; HEK293T cells, Vif self-association by quenched fluorescence, imaging, 24 h; inhibition, % at 7.49 µM; hit rate 0.35% among 340,000; AID 602346; in the data active = inhibition above about 50%, passing the limit was not always enough; also: some results filed as inactive read as strong as hits
HIF-2a block = inhibitors of HIF-2a. hit rate 0.72% among 360,000. AID 624352. inhibition, % at 18.8 µM. 786-0 RCC cells HIF-2a reporter, luciferase luminescence, overnight;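 active = inhibition of the luminescence signal of 40% or more relative to plate controls, in a single-dose primary screen at 18.75 µM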
* hit, by the source's call; x = no result given.

SMILES	TRPM1 prom inh	NR2E3 ag-1	PDI inh	Peg3 prom inh	CaV13 ICDI inh	NR2E3 ag-2	Shn3 3UTR inh	KKLEB cytotox	CF NFkB block	Vif inh	HIF-2a block
Cc1cc(=O)[nH]c(N2CCN(c3ccc(Cl)cc3)CC2)n1	0	-2	10	11	-3	0	-14	-13	-1	-3	4
CNC(=O)CNC(=O)Nc1ccc(C)cc1	9	-26	6	-4	-5	1	11	1	16	-1	3
CCc1ccc(C(CNc2nc(C(F)(F)F)nc3ccccc23)N(C)C)cc1 (configuration not stated)	-1	-20	-2	20	-4	3	71	-18	8	9	12
O=C1Nc2ccccc2C1C(C[N+](=O)[O-])c1ccccc1 (configuration not stated)	4	15	7	12	-19	1	5	8	-14	-2	16
COc1ccc(CN2CCCC(C(=O)N3CCCCC3)C2)cc1 (configuration not stated)	-3	12	3	-2	-21	-1	-8	-16	9	-6	5
Cc1cc(OC(=O)C2CC2)c([N+](=O)[O-])c(=O)[nH]1	3	-11	11	3	-6	0	-6	3	-5	10	17
CCc1ccc(OCC(=O)Nc2ccc3oc(=O)ccc3c2)cc1	-18	-8	-3	-17	-7	2	-6	25	-27	7	-35
COc1ccc(C(=O)N(CCN2CCOCC2)CC(=O)NC2CCCC2)cc1OC	-2	-2	6	2	-4	-1	8	-2	-3	6	-13
COC(=O)c1ccc(Oc2nc(NC(C)C)nc(N(C)C)n2)cc1	-3	-25	7	12	-5	2	12	-5	-16	0	7
CN1CCN(S(=O)(=O)c2ccc(NC(=O)c3ccc(Br)o3)cc2)CC1	7	-13	4	-26	-5	-3	-1	-18	9	-11	-27
O=C(NCc1ccc2c(c1)OCO2)Oc1ccccc1	-43	-26	x	-119	-2	1	7	3	10	-1	-112
Cc1ccc(C2(C)NC(=O)N(CC(=O)NC(=O)NC(C)C)C2=O)cc1 (configuration not stated)	3	2	1	-2	-6	4	-38	-8	-23	-6	3
COc1cccc(C(=O)Nc2cccc(-c3ccc(N4CCOCC4)nn3)c2)c1OC	-86	-75	-4	-161	-2	4	-76	-24	13	-11	-172
CS(=O)(=O)c1ccc(Cl)c(NC(=O)CN2CCN(S(=O)(=O)/C=C/c3ccccc3)CC2)c1	5	-6	-2	17	-5	x	18	-8	4	-1	16
O=C(C1CCCN(S(=O)(=O)c2cccc3cccnc23)C1)N1CCN(c2ccccc2F)CC1 (configuration not stated)	0	-20	x	21	-2	2	5	22	-20	1	12
CCNC(=S)N/N=C/c1ccc(C#N)cc1	0	-13	-7	10	-5	-1	-3	6	9	-1	-7
Cc1cccc(NC(=O)CC2NC3CCCCC3NC2=O)c1 (configuration not stated)	-8	15	8	-2	-5	0	6	-9	8	-2	-3
C[C@H](NC(=O)c1nc[nH]c1C(=O)N[C@@H](Cc1ccccc1)C(=O)OCc1ccccc1)C(=O)OCc1ccccc1	-5	-14	2	14	15	2	-16	-2	-13	x	-4
Cc1ccc(NC(=O)C(C)c2ccc(-c3ccccc3)c(F)c2)c(C)c1 (configuration not stated)	0	-2	-5	15	-5	0	31	-17	1	7	9
CC(=O)Nc1ccc(Nc2ccc(S(=O)(=O)C(F)(F)F)cc2[N+](=O)[O-])cc1	0	-15	1	17	x	-2	19	-10	2	-2	25
O=C(Cn1nnc(-c2cccs2)n1)N1c2ccccc2Sc2ccc(C(F)(F)F)cc21	-3	-2	-5	24	x	-2	21	13	8	-7	18
COc1c(O)ccc(/C=N/NC(=O)c2ccc3c(c2)OCCO3)c1[N+](=O)[O-]	-70	-82	-1	-57	-16	-1	-70	-3	-5	-7	-69
Cc1ccc2c(c1)S/C(=C/c1ccc[n+](CCO)c1)N2C	0	-23	-2	16	-4	-5	0	16	-35	-6	14
COc1ccc(C(=O)CCC(=O)N2CCN(c3cccc(Cl)c3)CC2)cc1	x	-7	x	14	-2	-1	3	8	-9	1	-4
CCOC(=O)[C@H]1[C@H]2COc3ccc(OC)cc3[C@@H]2N2C(=O)c3ccc(F)cc3NC(=O)[C@@]12C	5	-10	-2	6	-4	-5	6	10	-25	5	6
CC1(C)Cc2c(cnn2-c2ccc(F)cc2)C(NC(=O)Cn2cncn2)C1 (configuration not stated)	6	-24	-5	19	-6	2	0	8	-13	10	9
c1ccc(OCc2nn3c(-c4cccnc4)nnc3s2)cc1	-10	-35	-11	-9	-6	5	2	10	0	9	-4
Cc1cc(C(=O)NNC(=O)Nc2ccc(Cl)cc2)no1	12	-2	15	-6	-19	3	-13	6	-2	4	23
CC(C)COc1ccccc1C(=O)NC(CO)C(=O)O (configuration not stated)	-9	-16	-1	2	-8	3	-6	24	-20	-1	14
COC(=O)COc1cc2ccccc2cc1C(=O)Nc1ccccc1	-4	-23	13	-43	8	-3	3	8	-15	x	-25
S=C(NCc1ccc(Cl)cc1)Nc1ccccc1Cl	-4	-1	25	11	-16	0	-5	-4	-4	2	2
CCOC(=O)C1=CC[C@@H](c2ccccc2)N(S(=O)(=O)c2ccc(C)cc2)[C@H]1/C=C/c1ccccc1	x	-1	x	21	-7	x	18	-11	14	x	11
CC1CCC(NC(=O)c2cccc(S(=O)(=O)N3CCOCC3)c2)CC1 (configuration not stated)	x	-33	-1	-44	-5	x	-15	6	-19	3	-46
CC(=NNC(=S)N1CCCC1)c1ccccn1	x	86*	2	26	-7	x	82	-4	-1	-15	-23
CNC(=O)c1c(NC(=O)C(C)C)sc2c1CCC2	2	-5	2	3	-5	1	11	-8	6	18	16
CN(C(=O)COC(=O)c1n[nH]c2ccccc12)c1ccccc1	-28	15	6	-84	-5	-2	45	6	9	3	-120
CCC/C=C1/CCCOC(C(=O)NCc2ccc(S(C)(=O)=O)cc2)(C(F)(F)F)C1 (configuration not stated)	-5	4	5	3	-10	3	-3	-3	14	-1	3
O=C(OCn1nnc2ccccc2c1=O)c1ccco1	x	-4	x	-3	19	2	-4	10	-16	10	-3
C[C@@H]1CN([C@H](C)CO)C(=O)CCCn2nncc2CO[C@H]1CN(C)S(=O)(=O)c1ccc(Oc2ccccc2)nc1	x	-18	3	10	-7	x	4	1	3	-3	12
COc1ccc(-c2cc3ccc(F)cc3cn2)cc1	-52	-124	0	-205	-4	x	-38	-13	-38	-8	-183
COCCNC(=O)CN1C(=O)NC2(CCCc3cc(OC)ccc32)C1=O (configuration not stated)	4	-18	5	-16	-3	-4	1	-5	6	-15	11
Cc1cc(=O)oc2cc(OCC(=O)Nc3ccc4[nH]c(=O)[nH]c4c3)ccc12	-2	-40	2	3	-5	-1	-20	4	-5	8	7
Cc1ccc(CSc2nnc(CCCCCNC(=O)OC(C)(C)C)o2)cc1	-8	4	7	4	-5	0	24	-4	-12	-11	-3
Cc1nn(C)cc1/C=C/C(=O)c1ccc(O)cc1	-45	-54	13	-220	-5	2	-35	12	-17	-1	-204
CCC1(COC(NC(=O)c2cccnc2)(C(F)(F)F)C(F)(F)F)COC1	-1	12	10	-3	-5	-1	8	6	-16	1	10
Cc1ccc(/C=C/C(=O)OCC(=O)Nc2ccc3[nH]c(=O)[nH]c3c2)o1	-12	-20	3	6	-4	1	4	-2	-3	10	11
O=C(CCCc1ccccn1)c1ccccc1	1	-93	0	-72	-6	x	-17	-23	15	9	-48
COc1cc2c(cc1NC(=O)COC(=O)CNC(=O)c1ccccc1)oc1ccccc12	-1	-34	4	-63	-5	2	-79	-9	-17	2	-63
O=C(NNC(=O)C1[C@H]2CCCC[C@@H]12)Nc1cccc2ccccc12 (some centres not stated)	9	7	-1	6	-19	-3	20	13	12	-9	23
COC(=O)c1ccc(N2CN=C(c3ccc(C)cc3)NC2=S)cc1	-7	-51	3	-9	-2	3	-7	-20	8	3	-30
The list continues.
SMILES	TRPM1 prom inh	NR2E3 ag-1	PDI inh	Peg3 prom inh	CaV13 ICDI inh	NR2E3 ag-2	Shn3 3UTR inh	KKLEB cytotox	CF NFkB block	Vif inh	HIF-2a block
COc1ccc(-c2cc(C(=O)N/N=C(\C)c3ccco3)c3ccccc3n2)c(OC)c1	13	-4	-6	11	-12	0	-2	-17	6	7	12
Clc1ccc(CNCc2cccs2)c(Cl)c1	-5	16	-2	-6	-3	1	-19	10	-32	3	-4
Cc1ccc(-n2c(SCC(=O)c3c(N)n(C4CC4)c(=O)[nH]c3=O)nnc2N2CCOCC2)cc1	3	-15	3	17	-8	x	5	3	-7	5	1
Cc1c(C(=O)NCc2ccc3c(c2)OCO3)oc2ccc(S(=O)(=O)N3CCCCCC3)cc12	6	-7	4	22	-4	-4	1	-6	6	3	26
CC1(C)CC(NS(=O)(=O)c2ccc(S(=O)(=O)N3CCOCC3)cc2)CCO1 (configuration not stated)	7	18	-3	16	-9	1	4	-6	-6	-7	3
COc1ccc(C2SCCN2C(=S)Nc2ccc(F)cc2)cc1 (configuration not stated)	-5	-8	5	-5	-3	-2	54	-1	-2	0	-4
COc1cnc(-c2ccccn2)nc1Sc1ccc(F)cc1	3	67	0	-21	-7	2	28	-4	-16	0	3
CCOC(=O)C1=C(c2ccccc2)c2ccccc2N(S(=O)(=O)C(F)(F)F)C1C(=O)OCC (configuration not stated)	-2	-15	1	19	-6	x	5	-1	-2	-2	2
COCCN(CCOC)S(=O)(=O)c1ccc(C(=O)Nc2c(C)n(C)n(-c3ccccc3)c2=O)cc1	2	0	9	-6	-17	2	3	-1	-5	21	19
CCC(C)N(NC(C)=O)c1nc(Cl)nc(NC(C)(C)C)n1 (configuration not stated)	3	-16	11	5	x	-1	-5	-3	19	13	4
CN(CC(=O)Nc1cccc(F)c1)C(=O)C1CSC2(C)CCC(=O)N12 (configuration not stated)	-10	6	-8	2	5	4	4	3	30	-3	-12
COc1ccccc1N(C)S(=O)(=O)c1ccc(C(=O)NC(C)c2ccccc2)cc1 (configuration not stated)	-1	-14	2	17	-6	-2	-10	0	18	-1	18
